Source: PubChem BioAssay
FBPA coupling cs – coupling enzyme interference in Giardia aldolase counter-screen. coupling enzyme system counterscreen, AmpLite Red fluorescence. activity change, negative = inhibition, % at 58.2 µM, hits read low. 0.67% of 290,000 active; in the data active means activity change below about -30%; further: on the % scale 0 is the no-effect control and ±100 the full control effect
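Fluorescence at 525 nm excitation and 598 nm emission measured inhibition of the coupled detection system without aldolase. Compounds (at 57.5 uM final) were preincubated 10 min at room temperature with coupling enzyme reagent before a 20 min substrate/AmpLite Red step.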
KCNH2 WT inh – inhibitors of human wildtype KCNH2 potassium channel; Q12809; U2OS, BacMam KCNH2, thallium flux FluxOr; active compounds read low; activity change, % at 1.84 µM; 0.37% of 340,000 active; AID 720551;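 active means maximum activity change below -70%; inconclusive means maximum activity change between -70% and -50%; inactive means maximum activity change above -50%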; further: on the % scale 0 is the no-effect control and ±100 the full control effect
Target sequence (Q12809 whole entry, looked up): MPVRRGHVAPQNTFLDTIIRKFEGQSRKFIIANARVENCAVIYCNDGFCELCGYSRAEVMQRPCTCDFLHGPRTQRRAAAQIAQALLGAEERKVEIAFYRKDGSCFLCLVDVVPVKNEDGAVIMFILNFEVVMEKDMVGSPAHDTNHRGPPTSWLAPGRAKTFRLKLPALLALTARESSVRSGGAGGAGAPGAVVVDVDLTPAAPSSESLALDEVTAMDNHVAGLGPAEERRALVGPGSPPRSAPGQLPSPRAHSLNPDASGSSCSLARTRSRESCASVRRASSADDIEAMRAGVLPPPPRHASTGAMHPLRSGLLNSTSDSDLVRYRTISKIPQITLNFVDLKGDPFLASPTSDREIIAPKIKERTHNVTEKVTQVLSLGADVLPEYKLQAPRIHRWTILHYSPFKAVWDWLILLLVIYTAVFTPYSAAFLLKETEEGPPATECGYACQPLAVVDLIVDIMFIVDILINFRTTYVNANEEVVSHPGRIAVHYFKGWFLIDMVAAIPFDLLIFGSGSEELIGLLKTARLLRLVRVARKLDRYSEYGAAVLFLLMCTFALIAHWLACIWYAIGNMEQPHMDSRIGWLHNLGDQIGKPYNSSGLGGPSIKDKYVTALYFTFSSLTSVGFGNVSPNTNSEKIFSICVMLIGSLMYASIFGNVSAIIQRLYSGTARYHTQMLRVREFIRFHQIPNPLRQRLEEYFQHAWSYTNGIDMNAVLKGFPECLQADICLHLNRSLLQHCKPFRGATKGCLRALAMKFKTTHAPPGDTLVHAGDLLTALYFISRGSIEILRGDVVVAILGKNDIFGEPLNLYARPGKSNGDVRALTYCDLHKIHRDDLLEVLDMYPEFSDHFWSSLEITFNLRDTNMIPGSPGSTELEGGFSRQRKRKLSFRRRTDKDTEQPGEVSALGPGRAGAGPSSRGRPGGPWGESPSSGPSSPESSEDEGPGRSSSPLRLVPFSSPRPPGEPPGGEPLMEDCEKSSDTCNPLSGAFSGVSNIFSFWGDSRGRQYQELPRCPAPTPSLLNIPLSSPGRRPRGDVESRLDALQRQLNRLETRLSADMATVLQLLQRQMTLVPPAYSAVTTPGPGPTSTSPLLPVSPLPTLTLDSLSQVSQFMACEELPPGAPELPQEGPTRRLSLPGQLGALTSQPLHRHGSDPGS
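U2OS cells transduced with wild-type KCNH2 virus are loaded with FluxOr dye for 45 min, and thallium flux is measured in kinetic reads before and after stimulation buffer. Rate constants are normalized to DMSO controls.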
Tb PFK inh – blocks T. brucei phosphofructokinase. 0.17% of 330,000 active. Potency, µM (titrated, usually from 57.5 µM), for inactives: top-dose activity, negative = inhibition, most hits filed as inhibitors. T. brucei PFK, ADP-Glo luminescence;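 further: potency means the concentration at half of the fitted maximal effect; 0% = uninhibited 1x PFK enzyme wells and -100% = no-enzyme wells; nearly all actives have a fitted effect of over 60% in size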
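ADP-Glo luminescence quantified ADP after 45 min at room temperature, with 1.25 nM T. brucei PFK, 0.1 mM ATP and 0.5 mM fructose-6-phosphate in pH 8.0 TEA buffer. qHTS titrations up to 57 µM; curves classified by quality.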
Giardia kill – Giardia lamblia killing; Giardia lamblia trophozoite viability; activity change, % at 7.66 µM, hits read low; 0.15% of 340,000 active; AID 540267; in the data active means activity change below about -80%; inconclusive means between about -30% and that limit;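 further: parasites exposed to compound for two days anaerobically before the ATP read; on the % scale 0 is the no-effect control and ±100 the full control effect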
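Giardia trophozoites, 100 cells per well, were exposed to compounds for 48 hrs at 37 deg C under anaerobic conditions; viability was then read as ATP content by bioluminescence after 15-30 min at room temperature.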
TSHR antagonist – antagonists of human thyroid stimulating hormone receptor | TSHR-expressing cells, TSH-stimulated cAMP HTRF, 2 h; active compounds read low | P16473 | 0.2% of 330,000 active | activity change, negative = inhibition, % at 11.5 µM | AID 504810;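 active means activity change below a set negative limit, meaning inhibition stronger than a set level, cut at about -70% in these data; inconclusive means activity change between two set negative limits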; further: on the % scale 0 is the no-effect control and ±100 the full control effect
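Antagonism was scored as loss of TSH-driven cAMP in TSHR cells, stimulated with 4nM TSH (EC80) for 2 hours at 37 deg C and detected by homogeneous HTRF competition immunoassay.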
BCR signal inh – blocks chronic active B-cell receptor signaling; ABC-DLBCL IkBa-CBG/CBR reporter, luminescence ratio, 4 h; Potency, µM (series often up to 46.1 µM), for inactives: top-dose ratio change, negative = lower green/red ratio, most hits filed as inhibitors; 0.05% of 340,000 active; AID 493014; active means well fitted inhibition curve with a large enough effect in the signal ratio, with a control signal flat, not every such curve was filed as active; inconclusive means small, poorly fitted or top-dose-only effect, or effect the other way, or a change in a side signal; the % refers to the signal ratio;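 further: potency means the concentration at half of the fitted maximal effect; plate controls were basal doxycycline-induced cells for no effect and cells given 10 µM MG132 for full effect; MG132 reads +100%, hits lower the ratio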
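Compounds up to 46 uM were incubated four hours with TMD8 cells whose green CBG68 luciferase is fused to IkappaBalpha; red CBR luminescence normalised the signal, and concentration-effect curves were fitted to fusion, red and ratio data.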
CXXC DNA block – inhibitors of human MLL CXXC domain-DNA interaction; Q03164; MLL-CXXC / FITC-HOXA9 DNA fluorescence polarization; Potency, µM (doses to about 115 µM), inactives show top-dose activity change, negative = inhibition, actives largely listed as inhibitors; 0.037% of 290,000 active; AID 2662; active means well fitted inhibition curve with a large enough effect in the polarisation, with a control signal flat, not every such curve was filed as active; inconclusive means small, poorly fitted or top-dose-only effect, or effect the other way, or a change in a side signal; inactive means no such curve, though single readings can be large or run the other way; the % refers to the polarisation; further: potency means the concentration at half of the fitted maximal effect
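Fluorescence polarization: 7 uM MLL-CXXC (stock) preincubated 5 min with compounds, then 50 nM fluorescein-HOX-A9 DNA (stock) added; 30 min ambient. Buffer 50 mM Tris-HCl pH 7.5, 50 mM NaCl, 1 mM DTT, 0.05% BSA.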
TCR activator – activators of T cell receptors; 330,000 tested, under 10 active; Potency, µM (titrated, usually from 9.22 µM), inactives show at the top dose activation of IL-2 secretion, actives largely listed as activators; AID 504894; primary human leukocytes, anti-CD3, IL-2 HTRF, 48 h; further: % of control where 0% means no effect
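HTRF read-out of IL-2 secretion: europium cryptate donor excited at 320nm, d2 acceptor emission at 665nm. Cells were primary human leukocytes incubated 48 hr with compounds and a-CD3 beads, supplying TCR signal only.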
GALK inhibitor – blocks human galactokinase activity; Purified GALK, Kinase-Glo residual ATP luminescence; P51570; Potency, µM (series often up to 57.5 µM), inactives show at the top dose activity change, negative = inhibition, actives largely listed as inhibitors; 0.007% of 270,000 active; further: potency means the concentration at half of the fitted maximal effect; on the % scale 0 is the no-effect control and ±100 the full control effect
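The enzyme phosphorylates galactose (100 uM) using ATP (35 uM); inhibition is detected as higher residual ATP, quantified by bioluminescence after 1 h reaction at room temperature, pH 8.0.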
AT treatment – potential ataxia-telangiectasia treatments restoring KAP-1 phosphorylation; […] A-T fibroblasts, KAP-1 phosphorylation AlphaLISA; neocarzinostatin DNA damage 30 min before lysis; Potency, µM (highest dose often 57.5 µM), inactives show top-dose activation, usual class: activators; 0.19% of 320,000 active; AID 485349; further: potency means the concentration at half of the fitted maximal effect; % of control where 0% means no effect; nearly all actives have a fitted effect of over 45% in size
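ATM-like activity read as KAP-1 phosphorylation via AlphaLISA donor/acceptor antibody pairs after lysis and 6 hr at 25C. Cells were ATM-null patient fibroblasts ([…], hTERT), dosed 60 min, then exposed to the DSB inducer NCS for 30 min.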
Starred values were filed as active, the others as inactive; ? = inconclusive; nt = not tested or not shown; [ ] = another dose, or the depositor's remark. Unless noted, the call rests on the fitted dose curve; in most records, active means well fitted curve in the direction sought with a large enough effect; inconclusive means small, poorly fitted or top-dose-only effect, or another doubt; inactive means no such curve, though single readings can be large; an effect the other way counts as inactive or inconclusive.

SMILES	FBPA coupling cs	KCNH2 WT inh	Tb PFK inh	Giardia kill	TSHR antagonist	BCR signal inh	CXXC DNA block	TCR activator	GALK inhibitor	AT treatment
CCS(=O)(=O)N1Cc2ccccc2CC1C(=O)Nc1ncc(C)s1 (configuration not stated)	-1	nt	-5%	12	21	-9%	-3%	-3%	14%	-1%
O=C1C(=O)N(Cc2ccccc2)C(=O)N1CCN1C(=O)c2ccccc2C1=O	1	-14	0%	13	-12	1%	15%	3%	1%	13%
CC1(C)S[C@@H]2[C@H](NC(=O)COc3ccccc3)C(=O)N2C1C(=O)OCc1cc2ccccc2n1S(=O)(=O)c1ccccc1 (some centres not stated)	-4	nt	1%	nt	-8	25%	8%	nt	nt	2%
CC(OC(=O)c1ccccc1O)C(=O)Nc1ccc(Cl)cn1 (configuration not stated)	0	-12	-7%	-14	-10	16%	7%	-1%	-1%	3%
O=C(NCCc1ccncc1)C(F)(F)F	0	4	-1%	9	-1	1%	13%	0%	-5%	1%
COc1ccc(C)cc1N(CC(=O)NC1CCCC1)C(=O)CCC(=O)Nc1cc(C)on1	-1	-2	3%	48[activator]	6	7%	6%	-1%	1%	-5%
Cc1cc(C)cc(NC(=O)C2CCN(c3nc(C)cc(C)n3)CC2)c1	1	0	-2%	-3	-6	0%	2%	1%	1%	5%
COc1ccc(CNS(=O)(=O)c2ccc(OC)cc2)cc1	1	-2	3%	0	5	?	0%	-2%	0%	7%
NC(=O)C[n+]1cccc(CNC(=O)c2ccc(OC(F)F)cc2)c1	2	7	2%	-8	5	1%	-10%	-6%	12%	23%
CCC(C)NC(=O)c1cc(Cl)c(NC(=O)C2=C(C)OCCS2)cc1OC (configuration not stated)	1	9	0%	4	6	?	40%[activator]	7%	nt	6%
CC(=O)c1cccc(NC(=O)C(C)OC(=O)CCC2CCCCC2)c1 (configuration not stated)	nt	-9	9%	6	-4	2%	nt	1%	nt	0%
COC(=O)C1CCN(CC(=O)Nc2cc(Cl)ccc2OC)CC1	1	nt	2%	nt	3	-5%	-4%	nt	0%	3%
O=C(N[C@@H](Cc1ccccc1)C(=O)O)c1ccncc1	4	5	1%	-28	4	1%	-12%	-12%	2%	12%
COc1ccc(OCC(=O)NC2CC(C)(C)NC(C)(C)C2)cc1	-4	-12	-5%	-5	5	-5%	-2%	1%	3%	26%
CCN(CC)c1ccc2c(-c3ccc(S(=O)(=O)O)cc3S(=O)(=O)[O-])c3ccc(=[N+](CC)CC)cc-3oc2c1	85	3	-3%	5	44	?	?	-41%	10%	5%
Cn1nnnc1SCc1cccc(CSc2nnnn2C)n1	2	-6	-5%	-9	28	-1%	13%	-2%	5%	-3%
COC(=O)c1sccc1NC(=O)c1ccc(C)cc1	-1	-2	-3%	8	-1	0%	10%	0%	3%	-4%
COc1ccc(NC(=O)c2cc3nc(-c4ccccc4)cc(C)n3n2)cc1OC	3	-11	5%	16	3	-25%	-5%	-50%	15%	5%
CN(C(=O)CSc1nc(-c2ccc(C(C)(C)C)cc2)c(C#N)c(=O)[nH]1)C1CCCCC1	13	-2	0%	-7	-19	?	-2%	-1%	5%	-7%
C=C(C)C1CC=C(C)/C(=N/NC(=O)c2cccs2)C1 (configuration not stated)	3	-5	-18%	20	-5	?	1%	1%[46.1 µM]	1%	2%
COc1ccc(C(=O)n2cnc3ccccc32)cc1[N+](=O)[O-]	0	-12	-2%	4	-5	-8%	-13%	2%	-2%	0%
CN1C(=O)C2(NC(=O)c3ccccc3N2C)c2ccccc21 (configuration not stated)	3	3	-4%	-3	-3	-3%	-1%	5%	-1%	10%
O=C(Nc1cccc(-c2nc3ccccc3s2)c1)c1cc(=O)c2ccccc2o1	1	13	0%	3	-14	?	8%	-1%[46.1 µM]	-1%	5%
N/C(Cn1cncn1)=N\NC(=O)c1ccc(Cl)cc1Cl	3	0	0%	-14	0	3%	13%	5%	0%	1%
CCOC(=O)c1ccc(NC(=O)CSCCC(=O)O)cc1	6	4	0%	9	-8	8%	1%	2%	-3%	3%
O=C(Cc1ccc(Br)cc1)Nc1cccc(S(=O)(=O)N2CCOCC2)c1	nt	3	?	-28	-15	?	nt	6%	nt	9%
Cc1ccc(OCC(=O)c2cc(C)n(Cc3ccco3)c2C)c([N+](=O)[O-])n1	2	-8	26%	?	1	3%	-4%	-1%	-2%	-18%
CCC(c1nnnn1Cc1cccs1)N1CCN(c2nc3ccccc3s2)CC1 (configuration not stated)	1	-5	0%	10	-38	-1%	-4%	6%	1%	9%
CS(=O)(=O)Nc1ccc(C(=O)NCCSC2CCCCC2)cc1	5	-2	2%	3	-3	6%	?	4%	0%	6%
O=C(Nc1ccccc1)/C(=C/c1ccc(F)cc1)NC(=O)c1ccco1	3	2	1%	-10	5	3%	-3%	-1%	9%	-2%
COc1cccc(CCc2nnc(CCC(=O)N3CCCC3c3nccs3)o2)c1 (configuration not stated)	0	-1	3%	-6	-9	0%	-7%	-1%	-3%	0%
COc1ccc(C(=O)COC(=O)c2ccc(Cl)nc2)c(OC)c1	nt	-1	?	16	-4	?	nt	-1%	nt	10%
Cc1cccc(OCCC(=O)NCC(c2ccccc2)N(C)C)c1 (configuration not stated)	0	6	8%	9	7	-5%	2%	4%	0%	5%
CCOC(=O)N1CCN(C(=O)Cn2ccc3ccccc3c2=O)CC1	0	-2	-4%	-8	1	?	-6%	-7%	-1%	-4%
O=C(/C=C/c1ccc(Cl)cc1)NC1CCS(=O)(=O)C1 (configuration not stated)	0	15	4%	-24	-11	0%	5%	-3%	0%	-1%
Cc1ccc(NC2CCCN(C(=O)c3cnsn3)C2)cc1C (configuration not stated)	-3	6	0%	2	2	1%	4%	1%	2%	1%
COc1cc(C2/C(=C(\O)c3ccc4c(c3)CC(C)O4)C(=O)C(=O)N2Cc2ccco2)ccc1O (configuration not stated)	8	-7	-15%	-15	-3	2%	4%	0%[46.1 µM]	nt	-3%
Cc1ccc(C(=O)CSc2nsc(C)c2C#N)cc1	2	-4	-6%	-23	-2	1%	-1%	0%	-1%	-7%
CCN1CCN(S(=O)(=O)c2ccc(Cl)c(C(=O)NC3CCCC3)c2)CC1	nt	-2	-1%	-7	2	4%	nt	-3%	nt	-1%
COc1cccc(NC(=O)CN(C)C(=O)CNC(=O)c2ccc(Oc3ccccc3)cc2)c1	nt	3	0%	-15	-31	?	nt	1%	nt	12%
CCc1ccccc1NC(=O)C(CC)Sc1nc2cc3c(cc2c(=O)n1Cc1ccco1)OCO3 (configuration not stated)	1	-7	0%	-21	1	5%	6%	4%	-1%	-3%
CCOCCOc1nc2c(c(=O)n(C)c(=O)n2C)n1CCc1ccccc1	-12	3	-2%	-9	-9	17%	-4%	-6%[46.1 µM]	2%	nt
CCc1cccc(CC)c1NC(=O)CN1CC(C)SC1=NC1CCCCC1 (configuration not stated)	6	13	1%	1	24	-5%	1%	-13%	3%	-3%
CCOC(=O)C1CCN(C(=O)Nc2ccc(Cl)cc2)CC1	2	7	0%	33[activator]	7	2%	3%	-3%	3%	4%
COc1ccc(NC(=O)CSCC(=O)OCc2cccc(OC)c2OC)cc1	nt	1	-10%	4	-7	?	nt	0%	nt	0%
Cn1c(=O)n(CC(=O)NCc2cccnc2)c2ccccc21	0	-13	-1%	-18	1	1%	0%	0%	-8%	-3%
COc1ccc(NC(=O)c2cc(N3C(=O)C4C5CCC(C5)C4C3=O)ccc2Cl)c(OC)c1 (configuration not stated)	3	11	0%	-5	12	?	13%	9%	5%	5%
O=C(O)CNc1nc(Cl)ccc1[N+](=O)[O-]	4	-6	10%	-2	-10	3%	4%	5%	-5%	0%
CCOC(=O)c1cnc2sccn2c1=O	1	9	0%	2	4	7%	10%	2%	-2%	0%
COc1ccccc1C1C(C(N)=O)=C(C)Nc2nc(CCCO)nn21 (configuration not stated)	2	-12	0%	-1	1	?	?	-6%	-2%	0%
CC(/C=N\Nc1nnc2c(n1)[nH]c1c(C)cccc12)=C\c1ccco1	0	-4	6%	-6	-9	?	-10%	-1%	-2%	-5%

Laid out differently: entries from further up
Values run as follows: FBPA coupling cs, KCNH2 WT inh, Tb PFK inh, Giardia kill, TSHR antagonist, BCR signal inh, CXXC DNA block, TCR activator, GALK inhibitor, AT treatment
COc1cc(C2/C(=C(\O)c3ccc4c(c3)CC(C)O4)C(=O)C(=O)N2Cc2ccco2)ccc1O (configuration not stated)
    8, -7, -15%, -15, -3, 2%, 4%, 0%[46.1 µM], nt, -3%
O=C(N[C@@H](Cc1ccccc1)C(=O)O)c1ccncc1
    4, 5, 1%, -28, 4, 1%, -12%, -12%, 2%, 12%
CCC(C)NC(=O)c1cc(Cl)c(NC(=O)C2=C(C)OCCS2)cc1OC (configuration not stated)
    1, 9, 0%, 4, 6, ?, 40%[activator], 7%, nt, 6%
O=C(Cc1ccc(Br)cc1)Nc1cccc(S(=O)(=O)N2CCOCC2)c1
    nt, 3, ?, -28, -15, ?, nt, 6%, nt, 9%
